Bioassay records (PubChem)
D2 potentiator = positively modulates the human D2 dopamine receptor allosterically. actives 0.34% (n = 340,000). HEK293 T-REx D2, calcium flux, EC20 dopamine potentiation. potentiation, % at 10 µM;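 active = potentiation over 3 SD above the plate norm, cut at about 30% in these data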; note: 0% is about no effect
Target sequence (P14416 whole entry, looked up): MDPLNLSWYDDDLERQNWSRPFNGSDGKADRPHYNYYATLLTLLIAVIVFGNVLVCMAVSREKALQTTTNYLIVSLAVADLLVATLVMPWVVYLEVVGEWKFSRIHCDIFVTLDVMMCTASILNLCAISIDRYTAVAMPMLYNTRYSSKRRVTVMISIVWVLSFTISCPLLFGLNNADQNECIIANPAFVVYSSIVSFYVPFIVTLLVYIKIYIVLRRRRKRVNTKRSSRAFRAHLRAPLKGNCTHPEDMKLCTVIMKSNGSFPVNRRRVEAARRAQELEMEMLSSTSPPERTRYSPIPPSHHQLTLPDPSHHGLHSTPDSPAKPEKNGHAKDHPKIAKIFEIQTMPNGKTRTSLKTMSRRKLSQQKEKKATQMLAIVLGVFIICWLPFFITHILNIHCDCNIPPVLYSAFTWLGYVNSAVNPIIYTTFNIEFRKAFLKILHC
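Tetracycline-induced Hek293 Trex D2 cells, force-coupled to calcium, loaded with no-wash calcium dye. Compound added with 180 s kinetic read for agonism, then EC20 dopamine and a further 180 s read for potentiation.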
RXFP1 agonist = RXFP1 (human) receptor agonism; Potency, µM (highest dose often 57.5 µM), for the others: at the top dose activation, actives largely listed as activators; actives 0.3% (n = 370,000); Q9HBX9; HEK293T-RXFP1 cAMP TR-FRET, 30 min; response scale: percent of porcine relaxin response, buffer zero; AID 2676; active = well fitted activation curve with a large enough effect; inconclusive = small, poorly fitted or top-dose-only effect; note: potency is the fitted concentration of half-maximal effect; % is set by controls: 0 for no effect and ±100 for the full control effect; nearly all actives have a fitted effect of over 60% in size; many of its hits are not listed in these tables
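HEK293 cells stably expressing RXFP1, treated 30 min at 37C with compounds plus PDE4 inhibitor Ro 20174; cAMP measured by HTRF TR-FRET. Normalized to buffer and 29 nM porcine relaxin; EC50 by Hill fit.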
RXFP1 antag = antagonists of human relaxin receptor RXFP1. Q9HBX9. HEK293-RXFP1, relaxin-stimulated cAMP HTRF, 30 min; stronger effect = lower value. actives 0.59% (n = 350,000). activity change, negative = inhibition, % at 57.5 µM;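 active = activity change of -60% or lower, but not beyond a set lower limit; inconclusive = change between -60% and -40%, or beyond the set limit; inactive = change above -40%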; note: % is set by controls: 0 for no effect and ±100 for the full control effect
D2 antag = D2 dopamine receptor (human) antagonism | P14416 | HEK293 TREx D2 cells, calcium flux, dopamine EC80 | inhibition, % at 10 µM | actives 2% (n = 340,000); in the data active = inhibition above about 30%; note: 0% is about no effect
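Measurement of antagonist activity uses fluorescent calcium dye in inducible HEK293 T-REx D2 cells: 10 s baseline, compound addition with 180 s read, EC80 dopamine addition with a further 180 s read.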
D1 ag = human D1 receptor agonism; P21728; HEK293 T-REx D1 cells, calcium flux, agonist mode; activation, % at 2 µM; actives 1% (n = 360,000); AID 504660; in the data active = activation above about 30%; note: 0% is about no effect
Target sequence (P21728 whole entry, looked up): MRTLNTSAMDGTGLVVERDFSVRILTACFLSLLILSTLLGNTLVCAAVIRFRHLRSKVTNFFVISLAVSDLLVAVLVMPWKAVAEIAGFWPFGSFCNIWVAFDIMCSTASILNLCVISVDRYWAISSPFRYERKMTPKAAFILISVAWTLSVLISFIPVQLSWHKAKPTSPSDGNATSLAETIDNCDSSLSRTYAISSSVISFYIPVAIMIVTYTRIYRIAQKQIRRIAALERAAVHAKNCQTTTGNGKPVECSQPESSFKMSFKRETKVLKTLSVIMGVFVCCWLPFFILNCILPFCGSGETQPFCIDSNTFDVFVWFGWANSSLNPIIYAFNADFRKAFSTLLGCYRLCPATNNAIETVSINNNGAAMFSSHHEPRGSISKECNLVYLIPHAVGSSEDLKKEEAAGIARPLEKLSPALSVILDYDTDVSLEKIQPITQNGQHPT
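Tetracycline-induced HEK293 TREx D1 cells, force-coupled to calcium signalling, were dye-loaded with a no-wash calcium kit. Compound was pin-added after a 10 s baseline. Fluorescence was read kinetically at 1 cycle/s for 180 s, with calcium rises flagged as agonism.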
D1 antagonist = blocks dopamine activation of the human D1 receptor; HEK293 TREx D1 cells, calcium flux, dopamine EC80; stronger effect = lower value; activity change, negative = inhibition, % at 10 µM; actives 3.2% (n = 360,000); AID 504652; in the data active = activity change below about -30%; note: % is set by controls: 0 for no effect and ±100 for the full control effect
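Inducible Hek293 Trex D1 cells (tetracycline, overnight, 30 C). Calcium dye 30–90 min RT. Antagonist mode: EC80 dopamine added after 180 s compound read.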
TRHR PAM = allosterically enhances the human TRH receptor. TRHR cells, fluo-8 calcium fluorescence, EC20 TRH enhancement. actives 0.66% (n = 360,000). enhancement, % at 2 µM. AID 493056. P34981; in the data active = enhancement above about 30%; note: 0% is about no effect
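Enhancer read-out: after compound pinning and an initial kinetic agonist-mode read, an EC20 of TRH (10 nM final) was injected and fluo-8 calcium signal (Ex 480/Em 530) followed at 1 s/cycle for 100 cycles in TRHR-expressing cells.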
D2 ag = agonists of human D2 dopamine receptor; P14416; HEK293 T-REx D2 cells, calcium flux agonist mode; activation, % at 2 µM; actives 0.53% (n = 340,000); AID 485358;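 active = activation over 3 SD above normal in the single-dose calcium agonist read, cut at about 30% in these data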; note: 0% is about no effect
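Calcium-flux readout, 1 cycle/sec over 180 s following compound pin transfer, in inducible HEK293 Trex D2 cells (force-coupled); dopamine controls included. Positive calcium responses during this window marked compounds as potential agonists.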
D1 potentiator = human D1 dopamine receptor positive modulation | P21728 | HEK293 TREx D1 cells, calcium flux, dopamine EC20 potentiation | potentiation, % at 10 µM | actives 0.036% (n = 360,000); in the data active = potentiation above about 30%; note: 0% is about no effect
* marks the source's active call; other numbers are inactive results; u = inconclusive; x = no result given. An excerpt. The share of hits here may be higher or lower than overall.

Each structure is followed by: D2 potentiator, RXFP1 agonist, RXFP1 antag, D2 antag, D1 ag, D1 antagonist, TRHR PAM, D2 ag, D1 potentiator
> COC(=O)c1cc2sc(Cl)cc2n1CC(=O)NCCC(C)C
 : 0.5, 23.8%, 14.6, 0.8, 0.9, 7.7, 0.4, 0.2, -5.8
> O=C(NCCCN1CCOCC1)c1cc(-c2ccc(Cl)c(Cl)c2)on1
 : -15.8, -1.6%, -25.0, -9.1, 24.1, -32.8*, -2.3, 2.5, -1.4
> CC(C)CCN1CC(=O)N2Cc3[nH]c4ccccc4c3C[C@H]2C1=O
 : 3.3, 1.6%, 6.4, -5.3, 2.9, 17.9, -2.5, 0.6, -4.5
> COc1cccc(/C=N/n2c(-c3cc(C)[nH]n3)n[nH]c2=S)c1O
 : -6.8, 0.3%, u, -1.4, 1.3, -9.4, -0.1, 0.2, -1.1
> COc1ccc(OC)c(NC(=O)C2CC(=O)N(c3ccc(Br)cc3)C2)c1 (stereo not drawn)
 : -6.1, 0.6%, -0.5, -2.6, 1.4, 3.4, 1.4, -0.3, 1.0
> COc1ccc(OC)c(S(=O)(=O)NC2CC(=O)N(c3ccc(C)c(C)c3)C2)c1 (stereo not drawn)
 : -6.4, 2.1%, -12.2, 23.3, 2.9, 2.1, -6.1, -0.2, 2.0
> Cc1c(Cl)cccc1NC(=O)CSc1ncccc1C(=O)Oc1ccccc1Cl
 : -3.8, -1.6%, -3.7, x, 6.8, 26.8, 5.2, 0.0, -0.8
> Cc1ccccc1OCC(=O)Nc1nnc(SCc2cc(=O)n3cc(Cl)ccc3n2)s1
 : 6.0, 20.3%, -7.5, x, -0.7, 4.0, -0.2, 0.1, 0.1
> COc1ccc(NC(=O)c2cccc(Oc3ccccc3)c2)cn1
 : -2.3, -1.0%, -24.3, 4.2, 13.1, -15.5, -10.3, -1.1, x
> O=C(Cc1ccccc1[N+](=O)[O-])N1CCc2ccccc2C1
 : 10.4, -0.5%, -3.6, -21.7, 1.2, -12.3, 4.8, 0.6, 4.1
> COC(=O)NC1CSCC1OC(=O)c1ccc(Br)cc1 (stereo not drawn)
 : -1.0, 3.5%, 2.7, 25.6, -0.8, -23.3, -7.7, 0.1, -6.0
> CCC(C)N1CC(=O)N2C(c3ccc(OC)cc3OC)c3[nH]c4ccccc4c3C[C@H]2C1=O (stereo partly drawn)
 : 2.7, -0.2%, 9.1, x, 0.3, 13.0, 75.0*, x, 2.4
> COc1ccc(C(=O)COc2ccccc2C(=O)Nc2ccccc2)cc1
 : 4.4, -1.9%, x, 1.0, 6.7, -9.2, -7.2, 0.9, -2.6
> O=C(c1cnn(-c2cccc(F)c2)c1)c1ccccc1O
 : -0.6, 0.0%, -8.9, 2.2, 1.1, -28.7, 8.1, 0.0, -7.7
> CC1CCCN(C(C(=O)Nc2ccc3c(c2)OCO3)c2ccccc2)C1 (stereo not drawn)
 : -14.8, -0.2%, x, 1.3, 0.3, 0.0, 8.5, -1.6, -2.1

The final three entries of the part above come first, to join the parts.
smiles	D2 potentiator	RXFP1 agonist	RXFP1 antag	D2 antag	D1 ag	D1 antagonist	TRHR PAM	D2 ag	D1 potentiator
COc1ccc(C(=O)COc2ccccc2C(=O)Nc2ccccc2)cc1	4.4	-1.9%	x	1.0	6.7	-9.2	-7.2	0.9	-2.6
O=C(c1cnn(-c2cccc(F)c2)c1)c1ccccc1O	-0.6	0.0%	-8.9	2.2	1.1	-28.7	8.1	0.0	-7.7
CC1CCCN(C(C(=O)Nc2ccc3c(c2)OCO3)c2ccccc2)C1 (stereo not drawn)	-14.8	-0.2%	x	1.3	0.3	0.0	8.5	-1.6	-2.1
CCN(CC)S(=O)(=O)c1cccc(-c2n[nH]c(=S)n2/N=C/c2ccc(Br)cc2)c1	x	6.1%	-12.8	x	-0.7	-6.0	-1.8	x	-3.4
Fc1ccc(C(CCNCc2ccccn2)c2ccc(Cl)cc2)cc1 (stereo not drawn)	1.1	3.2%	u	-9.2	66.5*	16.6	5.6	0.4	18.9
CC(C)(C)c1ccc(Oc2ncccc2NC(=O)c2cccs2)cc1	9.4	2.1%	1.1	8.0	0.6	14.8	-5.1	0.5	4.0
COc1ccc(OC)c(S(=O)(=O)N2CCc3ccccc32)c1	1.6	-0.2%	-5.0	2.9	0.1	9.5	-7.4	-0.7	-6.6
CCC(C)NC(=O)c1ccc2nc(-c3ccc(OC)c(OC)c3)c(-c3ccc(OC)c(OC)c3)nc2c1 (stereo not drawn)	-4.7	3.0%	-2.1	5.1	0.1	-6.8	-3.3	-0.3	9.6
CC1=CC(C2CC(=O)N(c3ccccc3C)C2=O)CC2C(=O)N(c3ccccc3C)C(=O)C12 (stereo not drawn)	1.9	2.3%	-8.8	-3.0	2.1	-3.1	1.1	0.3	-9.7
CNC(=S)N(C)[C@H]1c2c(ccc3ccccc23)OC[C@H]1CO	-4.3	-2.1%	-3.2	x	6.4	-4.6	27.9	x	-2.3
Cc1cc(OC(=O)c2cc(C(F)(F)F)cc(C(F)(F)F)c2)c([N+](=O)[O-])c(=O)[nH]1	0.6	-0.4%	x	-9.2	9.1	-9.2	-1.6	-0.4	-5.0

Overlap with the part before: 2 entries; new compounds follow.
smiles	D2 potentiator	RXFP1 agonist	RXFP1 antag	D2 antag	D1 ag	D1 antagonist	TRHR PAM	D2 ag	D1 potentiator
CNC(=S)N(C)[C@H]1c2c(ccc3ccccc23)OC[C@H]1CO	-4.3	-2.1%	-3.2	x	6.4	-4.6	27.9	x	-2.3
Cc1cc(OC(=O)c2cc(C(F)(F)F)cc(C(F)(F)F)c2)c([N+](=O)[O-])c(=O)[nH]1	0.6	-0.4%	x	-9.2	9.1	-9.2	-1.6	-0.4	-5.0
Cc1ccc(C(O)(CCN2CCCCC2)c2ccccc2)cc1 (stereo not drawn)	-16.3	2.4%	7.5	14.5	3.3	-23.6	2.3	0.0	-7.5
COc1ccc(N2CCN(C(c3nnnn3C3CCCC3)C(C)C)CC2)cc1 (stereo not drawn)	-3.3	0.1%	-5.7	-6.2	2.1	-5.9	-0.5	-0.5	2.1
COc1ccccc1-c1cc(C(=O)NCc2ccccc2)no1	-25.9	-1.3%	-9.2	80.6*	15.8	-7.2	-2.7	0.5	-9.6
COc1cccc(C2=NC(C)(C)NC(c3ccccc3O)C2)c1 (stereo not drawn)	1.0	3.8%	-15.7	-5.9	2.4	-20.4	41.9*	0.0	3.7
CN(C)c1ccc(CNC(=O)C(Cc2ccccc2)NS(=O)(=O)c2ccc3c(c2)oc(=O)n3C)cc1 (stereo not drawn)	-10.2	1.2%	x	x	3.7	4.9	-5.5	-0.1	-3.2
Cc1nn(Cc2ccc(Cl)cc2Cl)c(C)c1NC(=O)c1sc2ccccc2c1Cl	7.1	0.0%	15.8	8.8	2.6	-1.8	-10.6	0.0	-2.4
Cc1cc(S(=O)(=O)Nc2cc3c(cc2N2CCOCC2)n(C)c(=O)n3C)ccc1F	0.4	4.4%	-3.5	x	-1.6	1.0	-24.1	-1.8	4.8
O=C(c1ccc(NS(=O)(=O)c2ccc3[nH]c(=O)[nH]c3c2)cc1)N1CCCC(C(F)(F)F)C1 (stereo not drawn)	3.1	1.8%	-13.1	1.2	2.4	-4.2	3.0	0.7	4.9

The last 2 records of the part above come first, to join the parts:
smiles	D2 potentiator	RXFP1 agonist	RXFP1 antag	D2 antag	D1 ag	D1 antagonist	TRHR PAM	D2 ag	D1 potentiator
Cc1cc(S(=O)(=O)Nc2cc3c(cc2N2CCOCC2)n(C)c(=O)n3C)ccc1F	0.4	4.4%	-3.5	x	-1.6	1.0	-24.1	-1.8	4.8
O=C(c1ccc(NS(=O)(=O)c2ccc3[nH]c(=O)[nH]c3c2)cc1)N1CCCC(C(F)(F)F)C1 (stereo not drawn)	3.1	1.8%	-13.1	1.2	2.4	-4.2	3.0	0.7	4.9
O=c1c2c3c(sc2n(Cc2ccccc2F)c(=O)n1-c1ccc(Cl)cc1)CCCC3	13.8	5.0%	x	x	-0.5	6.6	3.4	-0.3	0.6
S=c1[nH]nc(Cc2ccc(Cl)cc2)n1-c1ccc2c(c1)OCCO2	-3.7	-0.5%	-15.9	13.5	2.5	2.8	-2.2	-1.4	-3.0
Cc1onc(-c2c(F)cccc2Cl)c1C(N)=S	-16.5	0.8%	-16.0	-15.3	2.4	-1.2	-9.7	2.8	-4.8
CN(C)c1ccc(N/C=C/C(=O)c2ccccc2)cc1	6.2	-3.0%	-109.6*	-20.4	15.3	0.8	-1.6	0.3	-8.8
COc1ccc(OCC(=O)Nc2ccccc2C(=O)N2CCOCC2)cc1	35.7*	-0.8%	-15.7	-14.6	13.5	18.6	5.5	-0.6	0.1
CCc1nnc(NC(=O)CSc2nc3[nH]ncc3c(=O)[nH]2)s1	-7.3	4.5%	-18.1	0.9	1.0	7.1	-1.7	-0.5	0.7
CCCc1cc(=O)oc2c(C)c(OCC(=O)Nc3ccccn3)ccc12	x	u	-23.7	x	0.7	3.0	1.6	x	2.2
COc1cccc(CNC(=O)CN2c3cccc4cccc(c34)S2(=O)=O)c1	-28.1	-2.0%	-15.2	2.9	1.9	-5.2	-5.7	-0.7	2.5
CCN1C(=O)C(c2ccc(O)cc2)(c2ccc(O)cc2)c2ccccc21	9.3	0.0%	-5.3	6.7	1.6	-17.6	-3.6	0.9	2.7
